RmlCD inh mix – inhibitors of RmlC and RmlD coupled enzymes; RmlC/RmlD coupled enzyme inhibition, 384-well mixture HTS; inhibition, % at 5.5 µM; actives 0.39% (n = 110,000); AID 1532; in the data active means inhibition above about 30%, passing the limit was not always enough; further: strong numbers were not always called active
HIV RNase H inh – inhibitors of HIV-1 reverse transcriptase RNase H; P04585; RT-RNase H RNA/DNA duplex cleavage, fluorescence; inhibition, % at 10 µM; actives 1.9% (n = 65,000); AID 565; in the data active means inhibition above about 50%
* hit, by the source's call; x = no result given. Not all compounds are listed. The share of hits here may be higher or lower than overall.

Values run as follows: RmlCD inh mix	HIV RNase H inh
- COc1ccccc1C(=O)N1CCNC(=O)C1CC(=O)Nc1ccc(Cl)cc1 (stereo not given)
  -12	-2
- O=C(Nc1cccc2ncccc12)c1ccc2c(c1)OCCO2
  -14	-8
- Cc1noc(C)c1COC(=O)c1ccc(S(=O)(=O)NCc2ccco2)cc1
  -16	-2
- COC(=O)c1ccccc1NC(=O)CN(C)S(=O)(=O)c1cc(C)ccc1OC
  -6	1
- Cc1noc(C)c1C(=O)N1CCOCC1
  -11	x
- CC(NC1CCCC1)C(=O)Nc1ccccc1-c1ccccc1 (stereo not given)
  -11	x
- Cc1c(N(C)C(=O)C2CCCN2S(=O)(=O)c2ccccc2)c(=O)n(-c2ccccc2)n1C (stereo not given)
  -18	-10
- Cc1ccc(Nc2nc3ccccc3[nH]2)nc1
  11	x
- CCc1nc(NCCN)c(C#N)c2c1CSC(C)(C)C2
  5	x
- CCCCn1c(SCC(=O)N(CC)C2CCS(=O)(=O)C2)nnc1C(CC)N(C)C (stereo not given)
  -24	2

(cont.)
Values run as follows: RmlCD inh mix	HIV RNase H inh
- CC1(C)NC(=O)N(CCOCCSc2ccccc2)C1=O
  -6	2
- Cc1sc(NC(=O)Cn2nc(C(F)(F)F)cc2C)c(C(=O)OC(C)C)c1C
  13	x
- COc1ccc(C2N=C(c3ccccc3)NC(c3ccccc3)=N2)cc1
  0	x
- Cc1cc(=O)[nH]c(SCC(N)=O)c1C#N
  6	7
- CC(=O)N1c2ccccc2N(Cc2ccc(C)cc2C)C(=O)C1(C)C
  1	-13
- O=C(O)CSc1nnc(-c2cc3ccccc3o2)n1-c1ccccc1
  -7	-6
- CCOc1ccc(-n2c(SCC)nc3c(c2=O)SCC3)cc1
  7	4
- COc1ccc(CCNC(=O)CS(=O)Cc2nc(-c3cccs3)oc2C)cc1OC (stereo not given)
  9	2
- CCOC(=O)Nc1ccc2c(c1)N(C(=O)CN(CC)CC)c1ccccc1C=C2
  -8	-1
- CCOC(=O)c1[nH]c(C)c(C(=O)Nc2cc(OC)ccc2OC)c1C
  x	-15

(next part)
Values run as follows: RmlCD inh mix	HIV RNase H inh
- COc1ccc(NC(=O)c2ccc(Br)o2)cc1
  2	x
- CCCc1cc(=O)oc2c(CN3CCOCC3)c(O)ccc12
  166	x
- COc1ccc(CC(=O)N2CC(=O)N(CCc3ccccc3)C(=O)C2)cc1
  -9	-6
- c1ccc(-c2nc(NCc3cccnc3)c3ccccc3n2)cc1
  -11	x
- COc1ccc(-n2c(Cc3cccn3C)nnc2SCC(=O)Nc2nc(C)cs2)cc1
  x	-4
- O=C(CN1CCCCCC1)N1c2ccccc2Sc2ccc(C(F)(F)F)cc21
  -12	x
- COC(=O)c1cccc(NC(=O)c2ccco2)c1
  -3	x
- O=C(Nc1nc(-c2ccccc2)cs1)C1CCCCN1S(=O)(=O)c1ccc(Cl)cc1 (stereo not given)
  7	x
- O=P(O)(c1ccccc1)c1ccccc1O
  x	6
- CCOc1cc(C2NC(=O)N(C)C(C)=C2C(=O)OC)cc(Br)c1O (stereo not given)
  -9	7

Continued.
Values run as follows: RmlCD inh mix	HIV RNase H inh
- COC(=O)Cn1cc(C(=O)OC)cc(Br)c1=O
  9	-6
- CCn1cc(C(=O)NCc2ccc3c(c2)OCO3)c(=O)c2cc(S(=O)(=O)N3CCOCC3)ccc21
  114	-19
- O=C(Nc1ccccc1Sc1ccccc1)c1ccccc1F
  10	x
- C=CCn1c(SCC(=O)N2CCN(C(=O)c3ccco3)CC2)nc2sc(CC)cc2c1=O
  7	-8
- Cc1cc(NC(=O)CCCSc2nc(-c3ccco3)cc(C(F)(F)F)n2)n(-c2ccccc2)n1
  2	x
- O=C(COc1ccc2ccccc2c1)N1CCN(C(=O)c2cccnc2)CC1
  12	x
- CCOC(=O)C1=C(C)Nc2ccc(C)cc2S1
  5	x
- N#CN=C1CCCCCN1CC(N)=O
  -14	-5
- Nc1nc(CN2CCN(Cc3ccc4c(c3)OCO4)CC2)nc(Nc2ccccc2)n1
  0	-1
- O=C(Nc1ccccc1-c1nnc(SCc2ccccc2Cl)o1)c1ccccc1
  1	x

Ordered by molar mass (rising): 3 of the compounds above.
Values run as follows: RmlCD inh mix	HIV RNase H inh
- COC(=O)Cn1cc(C(=O)OC)cc(Br)c1=O
  9	-6
- Cc1cc(NC(=O)CCCSc2nc(-c3ccco3)cc(C(F)(F)F)n2)n(-c2ccccc2)n1
  2	x
- CCn1cc(C(=O)NCc2ccc3c(c2)OCO3)c(=O)c2cc(S(=O)(=O)N3CCOCC3)ccc21
  114	-19

Continued:
Values run as follows: RmlCD inh mix	HIV RNase H inh
- Cc1oc2c(c1C(=O)c1ccccc1)C(=O)C(=O)c1ccccc1-2
  0	x
- O=S(=O)(NCCC1=CCCCC1)c1cccc(S(=O)(=O)N2CCOCC2)c1
  -9	-22
- COc1ccc(CNC(=O)C2CSCCS2)cc1 (stereo not given)
  -15	-7
- Cc1cc(C)cc(NS(=O)(=O)c2ccc3[nH]c(=O)[nH]c3c2)c1
  -12	-42
- Cc1ccc(C(=O)N[C@@H](C)CN2C3=NC[C@H](C)N3C[C@H]2Cc2ccc(O)cc2)cc1Br
  -5	x
- CC(C)CNC(=O)c1cc(-c2ccco2)on1
  6	0
- CS(=O)(=O)N1CCN(c2ccc(NC(=O)C(c3ccccc3)c3ccccc3)cc2)CC1
  -7	x
- COc1ccc(CNC(=O)c2ccc(N3CCC4(CC3)CC(c3ccc(Cl)cc3)=NO4)c([N+](=O)[O-])c2)cc1
  4	x
- COc1cc2sc3ccc(-c4ccc5[nH]ccc5c4)cc3c(=O)c2cc1OC
  -30	x
- Cc1cc(S(=O)(=O)Nc2c(C)ccc3nsnc23)ccc1F
  8	x

The list continues.
Values run as follows: RmlCD inh mix	HIV RNase H inh
- CC1=C(C(=O)OC(C)C)C(c2cccnc2)C2=C(CCCC2=O)N1 (stereo not given)
  1	-1
- CCCc1ccc(Oc2c(-c3ccc(O)c(C)c3O)n[nH]c2C)cc1
  -16	-14
- COc1ccc(CC(=O)OCc2nnc(C3COc4ccccc4O3)o2)cc1OC (stereo not given)
  -16	-23
- CCCn1c(Nc2ccccc2C)nc2ccccc21
  8	x
- O=C(NCc1ccncc1)C1CCCCC1
  11	x
- O=C(NCCCN1CCCCC1)c1ccc2c(c1)NC(=O)C(N1CCCCC1)S2 (stereo not given)
  -4	-17
- COc1ccc(Sc2nnc(Cc3ccccc3)c3ccccc23)cc1
  4	x
- COCCn1c(C)cc(C(=O)CSc2nnc(C)s2)c1C
  x	-10
- COc1ccc2[nH]cc(C(=O)CN3CCN(C/C=C/c4ccccc4)CC3)c2c1
  -11	2
- CCc1ccc(NC(=O)CSc2nc3cc(C(=O)OC)ccc3c(=O)n2Cc2ccco2)cc1
  -9	59*

Next section.
SMILES | RmlCD inh mix | HIV RNase H inh
CCn1c(SCC(=O)NCc2ccco2)nnc1-c1ccc(N)cc1 | x | -9
COc1nc(OC)nc(N2CCC(C(=O)NCc3ccc(F)cc3)CC2)n1 | 15 | x
CCN1CCN(C(c2cc(OC)c(OC)c(OC)c2)c2nnnn2C(C)C)CC1 (stereo not given) | -11 | -8
COC1(OC)N=C(N)C2(C#N)C(c3ccc(C)cc3)C12C#N (stereo not given) | x | -5
Cc1cc(C)c2nc3s/c(=C/c4ccccc4)c(=O)n3c2c1 | -4 | x
O=c1[nH]cnc2c1C1(CCCC1)Cc1ccccc1-2 | 10 | -82
N#Cc1ccc(C(=O)NCC(c2ccco2)N2CCCCC2)cc1 (stereo not given) | -3 | x
O=C(NCc1ccccc1F)c1cccs1 | -12 | 2
CCc1nnc(NC(=O)CCC(=O)NCC2CCCO2)s1 (stereo not given) | 5 | -2
O=C1c2[nH]nc(-c3ccccc3O)c2C(c2cccc(Cl)c2)N1CC1CCCO1 (stereo not given) | x | 20
CN(C)CCN=Cc1c(O)n(-c2cccc3ccccc23)c(=O)[nH]c1=O | 7 | 3
COc1ccccc1N1CCN(Cc2cc(Br)c(O)c3ncccc23)CC1 | -13 | 2

More compounds.
SMILES | RmlCD inh mix | HIV RNase H inh
CCOC(=O)C1=C(C)NC(SC(C)=O)=NC1c1ccc(OC(C)=O)c(OC)c1 (stereo not given) | 4 | -9
CN(C)C(=O)Cn1c(SCC(=O)NC2CCCCC2)nc2ccccc21 | 11 | -3
COc1cccc(NC(=O)CSc2ccccn2)c1 | 2 | -33
COc1ccc(C(=O)n2c(-c3ccco3)nc3ccccc32)cc1 | 2 | -15
O=C(O)CC(SCc1ccc(C(=O)O)o1)C(=O)O (stereo not given) | -8 | 1
COc1cc(OC)cc(C(=O)NNc2nc3cc4c(cc3s2)OCO4)c1 | -4 | x
Cc1nc(CNS(=O)(=O)c2cc(F)ccc2F)cs1 | -57 | -10
CCOC(=O)CC(=O)CSc1nnc2c(n1)[nH]c1ccccc12 | -5 | -11
Cc1nc2[nH]c(=O)c3c(n2n1)NC1=C(C(=O)CC(C)(C)C1)C3c1ccccc1 (stereo not given) | 10 | -5
C=CCNC(=O)C(C(=O)OCC)C1CCCCC1 (stereo not given) | -5 | x
O=C(N/N=C/c1c(Cl)cccc1Cl)c1ccc(F)cc1 | -5 | x
COC(=O)NCC(c1cccnc1)N1CCN(c2ccccc2F)CC1 (stereo not given) | -7 | -3

Going on with the list:
SMILES | RmlCD inh mix | HIV RNase H inh
COc1ccc(OC)c(S(=O)(=O)n2nc(C)cc2C)c1 | -9 | x
Cc1ccc(Nc2nc3c(c(=O)[nH]c(=O)n3C)n2Cc2ccc(F)cc2)cc1 | 10 | x
O=C(CSc1nnc(CNC(=O)c2c(F)cccc2Cl)o1)NCc1ccc2c(c1)OCO2 | -18 | -2
O=C(Oc1c(Cl)cc(Cl)c2ccccc12)N1CCCCC1 | -9 | x
O=C(CSCc1cnn(-c2ccccc2)c1-n1cccc1)NCC1CCCO1 (stereo not given) | -13 | 0
Cc1ccc(CC(=O)Nc2nncs2)cc1 | 4 | -2
CC(=O)C(C(C)=O)C(NC(=O)c1cccnc1)(C(F)(F)F)C(F)(F)F | -23 | -7
Cc1ccc(C(=O)COC(=O)c2cc(Cl)nc3ccccc23)cc1 | 1 | x
Cc1cc(C(F)F)nn1CC(=O)NCc1ccccc1F | -6 | x
O=C(Cn1cnc2ccccc21)Nc1cc(C(F)(F)F)ccc1N1CCOCC1 | -9 | 1
CC(c1nnc(SCC(=O)N2CC(=O)Nc3ccccc32)n1Cc1ccccc1)N(C)C (stereo not given) | -16 | x
O=C(Nc1ccc2c(c1)OCO2)C1Cc2ccccc2CN1S(=O)(=O)c1cccs1 (stereo not given) | -8 | 44

(continued)
SMILES | RmlCD inh mix | HIV RNase H inh
O=C(CCCCn1c(=O)c2ccccc2n(CC(=O)Nc2ccc(F)cc2)c1=O)NCc1ccco1 | 6 | -14
Cc1nn(C)c(C)c1S(=O)(=O)N(CC(=O)NCCN1CCOCC1)c1ccc(C(C)C)cc1 | 11 | 1
O=C(Cc1ccccc1)Nc1ccc(NC(=O)C2CC2)nc1 | -10 | -2
O=c1cc(C(F)(F)C(F)F)oc2ccccc12 | 7 | x

Structures above that have an aryl thioether with sulfur outside any ring:
SMILES | RmlCD inh mix | HIV RNase H inh
CCCCn1c(SCC(=O)N(CC)C2CCS(=O)(=O)C2)nnc1C(CC)N(C)C (stereo not given) | -24 | 2
CC1(C)NC(=O)N(CCOCCSc2ccccc2)C1=O | -6 | 2
Cc1cc(=O)[nH]c(SCC(N)=O)c1C#N | 6 | 7
O=C(O)CSc1nnc(-c2cc3ccccc3o2)n1-c1ccccc1 | -7 | -6
CCOc1ccc(-n2c(SCC)nc3c(c2=O)SCC3)cc1 | 7 | 4
COc1ccc(-n2c(Cc3cccn3C)nnc2SCC(=O)Nc2nc(C)cs2)cc1 | x | -4
O=C(Nc1ccccc1Sc1ccccc1)c1ccccc1F | 10 | x
C=CCn1c(SCC(=O)N2CCN(C(=O)c3ccco3)CC2)nc2sc(CC)cc2c1=O | 7 | -8
Cc1cc(NC(=O)CCCSc2nc(-c3ccco3)cc(C(F)(F)F)n2)n(-c2ccccc2)n1 | 2 | x
O=C(Nc1ccccc1-c1nnc(SCc2ccccc2Cl)o1)c1ccccc1 | 1 | x
COc1ccc(Sc2nnc(Cc3ccccc3)c3ccccc23)cc1 | 4 | x
COCCn1c(C)cc(C(=O)CSc2nnc(C)s2)c1C | x | -10
CCc1ccc(NC(=O)CSc2nc3cc(C(=O)OC)ccc3c(=O)n2Cc2ccco2)cc1 | -9 | 59*
CCn1c(SCC(=O)NCc2ccco2)nnc1-c1ccc(N)cc1 | x | -9
CN(C)C(=O)Cn1c(SCC(=O)NC2CCCCC2)nc2ccccc21 | 11 | -3
COc1cccc(NC(=O)CSc2ccccn2)c1 | 2 | -33
CCOC(=O)CC(=O)CSc1nnc2c(n1)[nH]c1ccccc12 | -5 | -11
O=C(CSc1nnc(CNC(=O)c2c(F)cccc2Cl)o1)NCc1ccc2c(c1)OCO2 | -18 | -2
CC(c1nnc(SCC(=O)N2CC(=O)Nc3ccccc32)n1Cc1ccccc1)N(C)C (stereo not given) | -16 | x

Screens: PubChem, several laboratories
